# Rin1 Abl inh: blocks binding of human Rin1 to Abl. P00519+Q13671. 360,000 tested, 0.4% active. TR-FRET Rin1/Abl binding, biochemical. inhibition, % at 7.35 µM; in the data active = inhibition above about 5%, passing the limit was not always enough
# bovine MsrA act: bovine methionine sulfoxide reductase A activation; activation, % at 10.6 µM; AID 602163; 360,000 tested, 0.3% active; purified bovine MsrA, absorbance read-out; in the data active = activation above about 7.5%;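 note: 0% = vehicle and 100% = reference activator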
# Tb MetRS inh: Trypanosoma brucei MetRS inhibition | purified T. brucei MetRS, ATP depletion, Kinase-Glo luminescence | inhibition, % at 11.9 µM | 360,000 tested, 0.4% active | AID 624268;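 active = inhibition above a per-plate cutoff of the control wells' mean inhibition plus 3 SD, cut at about 5.5% in these data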;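 note: 0% = DMSO wells median and 100% = median of wells with control inhibitor compound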
#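 System: purified T. brucei MetRS enzyme / Detection: Kinase-Glo luciferase luminescence reporting remaining unconsumed ATP / Medium: HEPES buffer with MgCl2, KCl, DTT, spermine, BSA, pyrophosphatase / Replication: singlicate, one well per compound / Evaluation: percent inhibition relative to median high and low control wells / Schedule: 2 h aminoacylation at 25 °C after 15 min preincubation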
# MLLE-PAM2 inh: inhibitors of microRNA-mediated deadenylation, human PABP1 MLLE binding. 360,000 tested, 0.36% active. AID 588489. inhibition, % at 20 µM. GST-MLLE / FITC-PAM2 fluorescence polarization; in the data active = inhibition above about 35%, passing the limit was not always enough;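 note: plate controls were DMSO wells with GST-MLLE for no effect and wells lacking GST-MLLE protein for full effect; some results filed as inactive read as strong as hits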
# FAS-TE inh: blocks the thioesterase domain of human fatty acid synthase; AID 602261; inhibition, % at 15 µM; recombinant FAS-TE, OMFH fluorogenic substrate, fluorescence endpoint; P49327; 360,000 tested, 0.67% active;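 active = compounds whose normalised, plate-corrected inhibition of enzyme fluorescence in the single-dose primary screen is 50% or more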;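 note: 0% = DMSO with enzyme and 100% = substrate without enzyme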
# MsrA inh: inhibits bovine methionine sulfoxide reductase A. 360,000 tested, 0.75% active. AID 651718. inhibition, % at 15.5 µM. purified bovine MsrA, absorbance read-out; in the data active = inhibition above about 4.5%;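 note: 0% = vehicle wells with enzyme and 100% = reference inhibitor wells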
# Neddylation inh: inhibitors of human cullin neddylation. calls only at 25 µM. P61081+Q13564. 360,000 tested, 0.58% active. TR-FRET cullin neddylation, biochemical; in the data active = inhibition above about 36%
# eLon inh: inhibitors of E. coli Lon protease | P0A9M0 | purified E. coli Lon protease, fluorescence polarization | inhibition, % at 7.94 µM | 360,000 tested, 0.42% active; in the data active = inhibition above about 13%, passing the limit was not always enough;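 note: 0% = enzyme with probe and DMSO and 100% = no enzyme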
# Target sequence (P0A9M0 whole entry, looked up): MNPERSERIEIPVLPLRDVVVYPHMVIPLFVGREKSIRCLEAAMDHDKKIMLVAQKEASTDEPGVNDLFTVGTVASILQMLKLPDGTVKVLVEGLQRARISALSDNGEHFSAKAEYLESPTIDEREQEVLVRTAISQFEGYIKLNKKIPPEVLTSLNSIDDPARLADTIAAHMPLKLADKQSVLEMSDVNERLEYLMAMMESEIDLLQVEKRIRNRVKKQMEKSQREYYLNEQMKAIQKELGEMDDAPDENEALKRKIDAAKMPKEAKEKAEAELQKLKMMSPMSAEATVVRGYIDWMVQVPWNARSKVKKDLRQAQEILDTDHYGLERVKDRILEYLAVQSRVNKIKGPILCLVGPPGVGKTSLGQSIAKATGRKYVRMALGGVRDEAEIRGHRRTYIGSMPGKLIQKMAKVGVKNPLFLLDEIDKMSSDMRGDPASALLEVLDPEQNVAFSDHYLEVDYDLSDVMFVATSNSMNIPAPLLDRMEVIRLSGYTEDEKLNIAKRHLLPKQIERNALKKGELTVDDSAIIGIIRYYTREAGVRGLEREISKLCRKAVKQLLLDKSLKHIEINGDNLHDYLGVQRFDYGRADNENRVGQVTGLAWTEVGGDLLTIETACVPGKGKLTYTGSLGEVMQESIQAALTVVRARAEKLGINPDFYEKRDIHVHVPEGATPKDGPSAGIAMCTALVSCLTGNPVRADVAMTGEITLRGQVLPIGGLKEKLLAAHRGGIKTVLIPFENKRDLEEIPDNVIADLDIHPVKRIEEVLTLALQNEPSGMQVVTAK
# CSN deneddyl inh: blocks human CSN-mediated cullin deneddylation; Purified CSN, SCF-Nedd8-OG deneddylation, fluorescence polarization; inhibition, % at 12.5 µM; 360,000 tested, 0.38% active; Q92905; AID 651999;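 active = pattern-corrected inhibition above about 35%, with an unprinted fluorescence ratio check between 0.5 and 1.5, limit read from the data, passing the limit was not always enough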;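 note: 0% = enzyme with substrate and 100% = substrate without enzyme; some results filed as inactive read as strong as hits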
# Target sequence (Q92905 whole entry, looked up, one chain of several): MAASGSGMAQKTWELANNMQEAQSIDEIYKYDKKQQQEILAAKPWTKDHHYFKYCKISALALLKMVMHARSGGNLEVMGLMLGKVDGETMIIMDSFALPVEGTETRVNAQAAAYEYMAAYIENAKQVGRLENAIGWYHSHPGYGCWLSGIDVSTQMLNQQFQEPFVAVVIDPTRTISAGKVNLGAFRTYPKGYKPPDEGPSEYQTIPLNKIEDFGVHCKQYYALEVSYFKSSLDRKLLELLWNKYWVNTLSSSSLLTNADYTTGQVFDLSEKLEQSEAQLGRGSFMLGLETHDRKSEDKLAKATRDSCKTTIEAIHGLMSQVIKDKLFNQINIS
#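 Assay system: purified human Csn5 enzyme expressed in HEK293T cells; Input: 0.24 nM Csn5 enzyme, final concentration; Reagent: 10 nM SCFSkp2-Nedd8OG; Compound dosing: 12.5 µM single point; Times: reaction 90 min, room temperature; Technique: fluorescence polarization readout.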
# An asterisk follows results filed as active; i = inactive; · = no result given; + = active, no number; & = joins results of further samples.
# Value order – Rin1 Abl inh	bovine MsrA act	Tb MetRS inh	MLLE-PAM2 inh	FAS-TE inh	MsrA inh	Neddylation inh	eLon inh	CSN deneddyl inh
> COCCNC(=O)/C(C#N)=C/c1ccc(O)cc1
  -1	0	0.1	-9	-4	3.5	i	1	-3
> COc1ccccc1C(=O)Nc1ccnn1C1CCN(C2CCSCC2)CC1
  -2	0	0.0	27	-8	0.5	i	-1	-7
> COc1cc(S(=O)(=O)n2ccc(C)n2)c(C)cc1C
  7	-3	-0.2	-5	-1	-1.3	i	9	0
> CC(=O)N1CCn2c3c(c(=O)c4cc(C)ccc42)CCC31 (configuration not stated)
  0	-2	0.6	24	-5	0.3	i	1	-3
> Cc1nc2ccc(S(=O)(=O)N(C)CC(=O)NCc3ccc(N(C)C)cc3)cc2s1
  4	-1	0.2	-60	-10	-0.8	i	-58	9
> C=C(C)C1CC=C(C)/C(=N/NC(=O)c2cccs2)C1 (configuration not stated)
  3	-4	0.2	-2	1	2.9	i	0	-3
> CCOC(=O)NC(NS(=O)(=O)c1ccccc1)(C(=O)OCC)C(F)(F)F (configuration not stated)
  0	-1	0.1	4	-5	0.8	i	-2	0
> O=C(C1CC(=O)N(C2CCCCC2)C1)N1CCN(c2ccccc2)CC1 (configuration not stated)
  0	-10	0.3	6	-5	1.6	i	2	4
> CCOc1ccc(C(=O)N/N=C/c2ccc(-c3ccc(S(=O)(=O)Nc4ncccn4)cc3)o2)cc1
  -1	-6	0.3	-1	-19	6.0*	+	12	7
> COc1cccc(CSc2nc3sc(C)c(C)c3c(=O)n2Cc2ccco2)c1
  2	-1	0.0	-8	26	0.8	i	7	0
> N#C/C(=C\Nc1ccc(F)c(Cl)c1)C(=O)C1CC1
  -3	-2	-0.6	0	8	-0.9	i	4	-2
> CC(=O)Nc1cccc(OCC(=O)Nc2sccc2C(N)=O)c1
  -1	-11	-0.5	-15	-8	-0.3	i	-18	8
> CC(C)Cn1c(C(C)NC(=O)Cc2ccccc2)nc2ccccc21 (configuration not stated)
  -1	1	0.1	6	-1	-0.5	i	-5	4
> Cc1nc2ccccc2c(=O)n1NC(=O)c1ccccc1F
  -2	2	-0.9	-9	-7	-1.1	i	-2	0
> O=C(Nc1nc2ccccc2s1)c1ccccc1[N+](=O)[O-]
  2	0	0.1	2	4	-0.1	i	-5	1
> CC1Cc2cc(S(=O)(=O)N3CCC(C(=O)N(C)Cc4ccccc4)CC3)ccc2N1C(=O)C1CC1 (configuration not stated)
  2	-2	0.3	3	18	0.0	i	-3	-2
> Cc1cc2cc(CNC(=O)c3ccc(Br)o3)ccc2[nH]1
  0	-3	1.1	57*	-9	2.5	i	9	3
> Cc1ccc(-c2nc(NCCN(C)C)c3ccccc3n2)cc1
  0	-8	-1.1	9	-5	0.2	i	-6	-1
> COc1ccc(CCc2nnc(CCC(=O)NCc3ccc4ncccc4c3)o2)cc1
  5	-5	-0.6	5	-5	0.9	i	15	-19
> COc1ccc(S(=O)(=O)N2CCOC23CCN(S(=O)(=O)c2cc(F)ccc2F)CC3)cc1
  -1	-2	-0.6	3	20	2.3	i	-3	-5

# 7 neighbouring compounds out of the list so far:
# Value order – Rin1 Abl inh	bovine MsrA act	Tb MetRS inh	MLLE-PAM2 inh	FAS-TE inh	MsrA inh	Neddylation inh	eLon inh	CSN deneddyl inh
> COCCNC(=O)/C(C#N)=C/c1ccc(O)cc1
  -1	0	0.1	-9	-4	3.5	i	1	-3
> COc1ccccc1C(=O)Nc1ccnn1C1CCN(C2CCSCC2)CC1
  -2	0	0.0	27	-8	0.5	i	-1	-7
> COc1cc(S(=O)(=O)n2ccc(C)n2)c(C)cc1C
  7	-3	-0.2	-5	-1	-1.3	i	9	0
> CC(=O)N1CCn2c3c(c(=O)c4cc(C)ccc42)CCC31 (configuration not stated)
  0	-2	0.6	24	-5	0.3	i	1	-3
> Cc1nc2ccc(S(=O)(=O)N(C)CC(=O)NCc3ccc(N(C)C)cc3)cc2s1
  4	-1	0.2	-60	-10	-0.8	i	-58	9
> C=C(C)C1CC=C(C)/C(=N/NC(=O)c2cccs2)C1 (configuration not stated)
  3	-4	0.2	-2	1	2.9	i	0	-3
> CCOC(=O)NC(NS(=O)(=O)c1ccccc1)(C(=O)OCC)C(F)(F)F (configuration not stated)
  0	-1	0.1	4	-5	0.8	i	-2	0

# Following part.
# Value order – Rin1 Abl inh	bovine MsrA act	Tb MetRS inh	MLLE-PAM2 inh	FAS-TE inh	MsrA inh	Neddylation inh	eLon inh	CSN deneddyl inh
> COc1cccc(C(=O)Nc2cccc(-c3ccc(N4CCOCC4)nn3)c2)c1OC
  2	-10	-0.6	10	2	-0.4	i	4	-5
> CCn1c(SCC(=O)NCCc2ccccc2)nnc1C(C)C
  3	3	-0.8	7	-7	2.0	i	-9	4
> COc1cc(/C=N/Nc2nc(N3CCCC3)nc(N3CCCC3)n2)ccc1OCc1ccccc1F
  0	0	-0.3	5	35	0.3	i	-1	-8
> COc1cc(/C=N/N2C(=O)C3C4c5ccccc5C(c5ccccc54)C3C2=O)ccc1O (configuration not stated)
  3	-16	-1.0	-8	1	2.5	i	-9	-5
> COC(=O)C(C(=O)OC)c1ccccc1NS(=O)(=O)c1c(C)cc(C)cc1C
  ·	·	-0.4	·	·	-0.4&-0.7	i	·	1
> Cn1c(=O)c2c(ncn2CC(=O)Nc2nc(-c3ccc(F)c(F)c3)cs2)n(C)c1=O
  -1	-3	-0.1	-2	3	0.1	i	-8	7
> COc1ccc(CNC(c2ccccc2)c2ccc(Cl)cc2)cc1 (configuration not stated)
  1	-2	0.6	-10	11	0.9	i	2	-2
> COc1ccccc1OCC(=O)NNC(=O)c1ccoc1C
  -2	-3	0.0	18	-8	-1.0	i	4	-1
> CCOC(=O)c1cc2c(=Cc3ccc(N(C)C)cc3)c3ccccc3n2[n+]1C
  -8	-5	-0.4	-48	62*	5.0*	i	-36	19
> CCOc1ncccc1C(=O)NNC(=O)c1ccccc1-n1cccc1
  2	-7	-0.3	-9	-8	-0.5	i	8	-1
> Cc1cc(CNC(=O)C2CCC(=O)N(Cc3ccccc3F)C2)nn1C (configuration not stated)
  7	-3	-0.5	-4	-3	1.6	i	-2	2
> CC1CCN(S(=O)(=O)c2ccc(C(=O)NCc3ccc4c(c3)OCO4)cc2)CC1
  -3	-11	-1.9	-3	-3	0.0	i	-4	-2
> Cc1ccccc1CC(=O)OCC(=O)Nc1ccc(C)c(S(=O)(=O)N2CCCCC2)c1
  -1	-2	-0.2	0	22	0.1	i	5	-1
> COc1ccc(C(=O)c2oc3ccccc3c2N)cc1
  -6	-2	0.3	15	11	0.4	i	1	3
> CCCCc1nc(C(N)=O)c2[nH]c(=O)n(-c3ccc(OCC)cc3)c2n1
  1	2	-0.2	13	-4	·	i	5	1
> CN1CCN(NC(=O)c2ccccc2F)CC1
  0	-6	-0.4	-4	-7	-1.3	i	-9	6
> CCC1CCCCN1C(=S)NC(=O)c1ccco1 (configuration not stated)
  4	-2	-0.1	26	-12	0.6	i	1	7
> CCOc1ccc(C(=O)NC(=S)N(Cc2ccccc2)Cc2ccccc2)cc1
  -1	-1	0.4	25	26	-0.2	i	12	6
> CNCCCC1c2ccccc2C=Cc2ccccc21
  -4	1	-0.7	-2	-1	-0.9	i	-6	-4
> O=C(N/N=C/c1ccc(O)c(O)c1)c1ccc(-n2cnnn2)cc1
  4	-3	-0.3	7	0	4.8*	i	1	1

# Grouped by structure, those above containing two or more sulfur atoms
# Value order – Rin1 Abl inh	bovine MsrA act	Tb MetRS inh	MLLE-PAM2 inh	FAS-TE inh	MsrA inh	Neddylation inh	eLon inh	CSN deneddyl inh
> Cc1nc2ccc(S(=O)(=O)N(C)CC(=O)NCc3ccc(N(C)C)cc3)cc2s1
  4	-1	0.2	-60	-10	-0.8	i	-58	9
> COc1cccc(CSc2nc3sc(C)c(C)c3c(=O)n2Cc2ccco2)c1
  2	-1	0.0	-8	26	0.8	i	7	0
> COc1ccc(S(=O)(=O)N2CCOC23CCN(S(=O)(=O)c2cc(F)ccc2F)CC3)cc1
  -1	-2	-0.6	3	20	2.3	i	-3	-5

# The list continues.
# Value order – Rin1 Abl inh	bovine MsrA act	Tb MetRS inh	MLLE-PAM2 inh	FAS-TE inh	MsrA inh	Neddylation inh	eLon inh	CSN deneddyl inh
> Cc1cc(C)c(Cn2c(=O)n(CCCC(=O)NCc3ccco3)c(=O)c3ccccc32)c(C)c1
  0	-2	-0.5	-4	-5	-0.1	i	18*	1
> COc1ccccc1C(CNC(=O)c1ccc(NS(=O)(=O)c2ccc(C(C)=O)cc2)cc1)N1CCCC1 (configuration not stated)
  5	-11	0.2	8	-8	1.3	i	-18	5
> C[N+]1([O-])[C@@H]2Cc3cc4c(cc3[C@@H]1Cc1cc3c(cc12)OCO3)OCO4 (some centres not stated)
  -1	-2	-0.1	25	-15	1.5	i	-10	-1
> O=C(/C=C/c1cccc(Br)c1)N1CCN(c2cccc(C(F)(F)F)c2)CC1
  2	-1	-0.1	10	26	0.1	i	-4	-6
> O=C(c1cc2ccccc2oc1=O)N1CCCC1
  2	-4	-0.5	-4	-9	0.7	i	-8	-5
> CCN(CC)c1ccc(N=C2C(=O)Nc3ccccc32)cc1
  3	-3	0.4	0	-4	0.7	i	-3	0
> CSc1ncccc1C(=O)N1CCN(S(=O)(=O)c2ccccc2)CC1
  -1	-5	-0.4	3	-4	-0.5	i	6	2
> CCOC(=O)COc1ccc2c(c1)c(C(C)=O)c(C)n2-c1ccc(OC)cc1
  1	0	-0.7	-5	12	1.0	i	-6	0
> O=C(NC1CC2CCCC(C1)N2Cc1ccccc1)c1cccc(F)c1 (configuration not stated)
  3	-8	-1.4	11	-6	0.1	i	-1	2
> O=C1C2C3C=CC(C3)C2C(=O)N1CCN1CCN(S(=O)(=O)/C=C/c2ccccc2)CC1 (configuration not stated)
  5	-6	-0.7	-2	-2	-1.0	i	-1	-9
> CCCCNc1cc(C)oc(=O)c1C(C)=O
  -2	3	0.4	0	-2	-0.6	i	8	-2
> C[C@@H]1CN([C@H](C)CO)C(=O)c2cccc(NC(=O)Nc3ccc(F)cc3)c2O[C@H]1CN(C)C(=O)Nc1ccc(C(F)(F)F)cc1
  3	0	-0.2	0	37	-0.4	i	17	-3
> COc1ccc(N2CCN(C(=O)CSc3ncn[nH]3)CC2)cc1
  -2	-2	-0.2	4	-8	0.7	i	-10	-6
> CCOc1ccc(S(=O)(=O)NCc2ccccc2)cc1C(N)=O
  0	-6	-1.2	-5	-5	0.5	i	-5	-2
> CC(C)(C)c1ccc(C(=O)N/N=C2\C3CN4CCN(C3)CC2(c2ccccc2)C4)cc1
  -1	2	0.3	-18	-8	1.5	i	1	1
> COc1ccccc1-c1nnc(NC(=O)c2ccccc2F)o1
  2	-1	-0.5	-2	-9	0.6	i	-16	-3
> NC(N)=NC(N)=Nc1ccc(O)cc1
  0	3	-0.6	-1	-3	0.3	i	5	-4
> COc1cc(C(=O)COC(=O)c2ccc([N+](=O)[O-])o2)cc(OC)c1OC
  -2	0	-0.1	2	5	1.2	i	-9	3
> CCc1cccc(OCC(=O)Nc2ccc(C)c(S(=O)(=O)N3CCCCCC3)c2)c1
  0	-2	-0.4	11	19	1.5	i	0	-1
> Clc1ccc(Sc2cc(Cl)c(-c3ccccc3)nn2)cc1
  3	-3	5.5	-1	22	2.0	i	-9	3
> Fc1ccc(-c2nc3c(Cl)cc(C(F)(F)F)cn3c2Cc2ccccc2)cc1
  1	-2	0.1	3	-2	-0.3	i	-1	3
> Cc1cc(NC(=O)Cc2ccccc2C)no1
  0	-1	-0.4	4	-4	-0.8	i	0	-1

# Screens (PubChem BioAssay)
